BLM inh: qHTS Assay for Inhibitors of Bloom's syndrome helicase (BLM). recombinant BLM DNA unwinding, fluorescence dequenching. Potency, µM (highest dose often 56.1 µM), for inactives: at the top dose activity change, negative = inhibition, most hits filed as inhibitors. 0.2% of 350,000 active. AID 2528, 2010;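 note: potency is the fitted concentration of half-maximal effect; plate controls were vehicle for no effect and no enzyme for full effect; nearly all actives have a fitted effect of over 35% in size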
APE1 inh: qHTS Assay for Inhibitors of the Human Apurinic/apyrimidinic Endonuclease 1 (APE1) | DNA repair nuclease/redox regulator APEX1 (Homo sapiens), P27695 | recombinant APE1, TAMRA/BHQ-2 abasic DNA cleavage fluorescence | Potency, µM (series often up to 65.8 µM), inactives show at the top dose activity change, negative = inhibition, usual class: inhibitors | 0.35% of 350,000 active | AID 2517, 2012;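 note: potency is the fitted concentration of half-maximal effect; plate controls were vehicle for no effect and reference inhibitor for full effect; nearly all actives have a fitted effect of over 55% in size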
Target sequence (P27695 whole entry, looked up): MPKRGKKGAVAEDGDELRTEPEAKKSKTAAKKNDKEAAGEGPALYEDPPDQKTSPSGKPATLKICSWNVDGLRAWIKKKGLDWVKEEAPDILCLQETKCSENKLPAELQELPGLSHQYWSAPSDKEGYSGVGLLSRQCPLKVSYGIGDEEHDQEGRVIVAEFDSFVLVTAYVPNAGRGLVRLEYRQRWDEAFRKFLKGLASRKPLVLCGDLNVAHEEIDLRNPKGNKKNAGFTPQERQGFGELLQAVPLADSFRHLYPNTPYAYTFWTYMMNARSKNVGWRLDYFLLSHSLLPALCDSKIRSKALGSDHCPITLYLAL
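APE1 at 0.75 nM preincubated 15 min at room temperature with compound. Reaction then started with 50 nM double-stranded THF-abasic substrate labelled with TAMRA/BHQ-2, and 525/598 nm fluorescence read kinetically. Activity taken as third-minus-first read difference, normalized to DMSO and NSC13755 controls.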
Pol iota inh: qHTS for Inhibitors of Polymerase Iota; DNA polymerase iota (Homo sapiens), Q9UNA4; Potency, µM (titrated, usually from 115 µM), inactives show top-dose activity, negative = inhibition, most hits filed as inhibitors; Pol iota fluorescent replication assay, 10 min; 1% of 390,000 active; note: potency is the fitted concentration of half-maximal effect
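Fluorescent replication assay read twice, at 0 min and 10 min after adding 50 nM (final) substrate. Enzyme (10 nM) and compounds were first incubated 15 min at room temperature; enzyme-free buffer wells were negative controls.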
POLK inh: qHTS for Inhibitors of Polymerase Kappa; DNA polymerase kappa (Homo sapiens), Q9UBT6; purified Pol kappa, fluorescent DNA synthesis assay, 10 min; Potency, µM (series often up to 107 µM), for the others: at the highest dose activity, negative = inhibition, usual class: inhibitors; 0.53% of 400,000 active; note: potency is the fitted concentration of half-maximal effect; % is set by controls: 0 for no effect and ±100 for the full control effect
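Kinetic fluorescence readout at 0 and 10 min followed reaction start with substrate at 50 nM final. Beforehand, enzyme (10 nM Pol kappa) stood 15 min with compound at room temperature; buffer-only wells were negative controls.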
Apoferritin bind: qHTS Assay for Identification of Novel General Anesthetics. Ferritin light chain (Equus caballus), P02791. apoferritin/1-aminoanthracene competitive binding, fluorescence. AID 485281, 2010. Potency, µM (titrated, usually from 77.5 µM), inactives show at the top dose activity change, negative = displacement, most hits filed as inhibitors. 0.074% of 350,000 active; note: potency is the fitted concentration of half-maximal effect; % is set by controls: 0 for no effect and ±100 for the full control effect; nearly all actives have a fitted effect of over 20% in size
Target sequence (P02791 2-175 limits assumed): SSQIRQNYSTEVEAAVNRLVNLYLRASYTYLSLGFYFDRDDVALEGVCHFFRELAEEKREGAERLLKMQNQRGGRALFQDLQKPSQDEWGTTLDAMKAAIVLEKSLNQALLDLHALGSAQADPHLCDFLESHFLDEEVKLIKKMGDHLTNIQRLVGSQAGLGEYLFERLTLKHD
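Steps: apoferritin (10 uM) was premixed with half-saturated 1-AMA in PBS, compounds were pin-transferred, plates stood 10 min at room temperature, fluorescence was read at 380/535 nm, and curves were fitted with a Hill equation.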
ALOX12 inh: Primary qHTS assay for inhibitors of human arachidonate 12S-lipoxygenase (ALOX12): Round 2; Potency, µM (highest dose often 108 µM), without a hit: at the highest dose activity change, negative = inhibition, most hits filed as inhibitors; purified 12hLO, xylenol orange hydroperoxide absorbance; AID 1671190, 2021; Polyunsaturated fatty acid lipoxygenase ALOX12 (Homo sapiens), P18054; 1.1% of 580,000 active; note: potency is the fitted concentration of half-maximal effect; % is set by controls: 0 for no effect and ±100 for the full control effect
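Purified human 12hLO (150 nM final) in 25 mM Hepes, 0.01% Triton X-100, pH 7.0 was preincubated 15 min at room temperature with compound. Then 40 uM arachidonic acid was added, 30 min. Hydroperoxide was read by Fe-XO absorbance ratio 573/405 nm.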
TRHR ag: qHTS for Small Molecule Agonists and Allosteric Enhancers of Human TRH Receptor: Primary Screen for Agonists | TRHR cells, calcium flux fluo-8, FDSS agonist mode | activation, % at 2 µM | 0.18% of 360,000 active; in the data active = activation above about 30%; note: 0% is about no effect
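TRHR-expressing cells, plated overnight in medium with 10% serum, were loaded with fluo-8 calcium dye at room temperature. After a 10 s baseline, library compound was pin-added and calcium release was recorded kinetically (ex 480/em 530) as agonist response.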
POLB inh: qHTS Assay for Inhibitors of DNA Polymerase Beta | Pol beta primer extension/strand displacement, fluorescence kinetic | 1.3% of 340,000 active | Potency, µM (titrated, usually from 114 µM), for inactives: at the top dose activity change, negative = inhibition, usual class: inhibitors | AID 485314, 2010; note: potency is the fitted concentration of half-maximal effect; % is set by controls: 0 for no effect and ±100 for the full control effect
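Reaction started by 50 nM substrate onto compound-treated Pol beta (10 nM, 15 min preincubation, room temperature); plates read at 0 min and 10 min. Normalized concentration-effect data fitted by four-parameter Hill equation.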
ERG Ets-DNA blk: qHTS for Small Molecule Inhibitors of the ERG Ets/DNA interaction | Transcriptional regulator ERG (Homo sapiens), P11308 | fluorescence polarization, His-ERG Ets domain / labelled DNA | Potency, µM (top dose mostly 76.9 µM), without a hit: at the top dose FP activity, negative = inhibition, usual class: inhibitors | 0.028% of 370,000 active; active = well fitted inhibition curve with a large enough effect in the polarisation, with a control signal flat; inconclusive = small, poorly fitted or top-dose-only effect, or effect the other way, or a change in a side signal; inactive = no such curve, though single readings can be large or run the other way; the % refers to the polarisation;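 note: polarization taken with two DNA probes labelled with fluorescein and Texas red; potency is the fitted concentration of half-maximal effect; % of control where 0% means no effect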
Target sequence (P11308 whole entry, looked up, the tested form may be a part): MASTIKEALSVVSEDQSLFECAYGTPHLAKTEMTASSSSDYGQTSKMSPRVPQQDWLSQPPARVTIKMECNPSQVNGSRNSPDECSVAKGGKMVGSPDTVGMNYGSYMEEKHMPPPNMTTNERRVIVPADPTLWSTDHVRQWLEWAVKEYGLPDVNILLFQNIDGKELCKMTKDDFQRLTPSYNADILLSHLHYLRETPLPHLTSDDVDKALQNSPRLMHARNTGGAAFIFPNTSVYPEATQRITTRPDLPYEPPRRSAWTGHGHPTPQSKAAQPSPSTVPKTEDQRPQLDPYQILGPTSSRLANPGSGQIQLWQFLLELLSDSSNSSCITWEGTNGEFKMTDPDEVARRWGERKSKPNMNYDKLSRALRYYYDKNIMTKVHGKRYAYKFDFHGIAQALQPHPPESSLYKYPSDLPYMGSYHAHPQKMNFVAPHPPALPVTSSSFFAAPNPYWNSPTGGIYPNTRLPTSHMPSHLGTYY
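His-tagged ERG Ets domain (1 uM in the protein solution; 300mM KCl, 50mM Tris-HCl, 1mM EDTA, 1mM DTT, pH 7.5) received compound, then a probe mix of 5 nM fluorescein-DNA and 100nM Texas-615-DNA. Fluorescence polarization was read for both dyes.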
* hit, by the source's call; & = joins results of further samples; [ ] = dose if it differs, or a comment. Unless noted, calls come from the whole dose curve; as a rule, active = well fitted curve in the direction sought with a large enough effect; inconclusive = small, poorly fitted or top-dose-only effect, or another doubt; inactive = no such curve, though single readings can be large; an effect the other way counts as inactive or inconclusive. Not all compounds are listed. The share of hits here may be higher or lower than overall.

O=C(Nc1nc2ccccc2s1)c1ccc(Cl)s1 was read as BLM inh -8%, APE1 inh -3%, Pol iota inh -11%, POLK inh 0%, Apoferritin bind -5%, ALOX12 inh 17%, TRHR ag 0.4, POLB inh 19% and ERG Ets-DNA blk -7%.
Screening CN1Cc2c(N3CCOCC3)nc3sc(C(=O)c4ccccc4)c(N)c3c2CC1(C)C returned BLM inh 1%, APE1 inh -1%, Pol iota inh 27%, POLK inh -9%, Apoferritin bind -1%, ALOX12 inh 0%, TRHR ag 1.1, POLB inh -17% and ERG Ets-DNA blk -3%.
For CCOc1cc(/C=N/NC(=O)c2nn(C)cc2Br)ccc1OCc1ccccc1Cl the results were BLM inh -1%, APE1 inh 4%, Pol iota inh -11%, POLK inh -2%, Apoferritin bind 2%, ALOX12 inh 3%, TRHR ag -0.7 and POLB inh 3%.
For COC(=O)c1ccc(CNC(=O)Cn2cnc3c(SC)nc(N)nc32)cc1 the results were APE1 inh 1%, Pol iota inh -23%, POLK inh -1%, ALOX12 inh -9% and ERG Ets-DNA blk 0%.
For Cc1cc(C(=O)OCC(=O)Nc2ccccc2Cl)c(C)o1 the results were APE1 inh 15%, Pol iota inh 11%, POLK inh -16%, ALOX12 inh 15%, TRHR ag -1.7 and ERG Ets-DNA blk 13%.
CCOC(=O)c1c(C)[nH]c(C2=NNC(=NC(C)COC)SC2)c1C (stereo not given) was read as BLM inh -3%, APE1 inh -4%, Pol iota inh 8%, POLK inh 5%, Apoferritin bind -19%, ALOX12 inh -97%, TRHR ag -0.2, POLB inh -21% and ERG Ets-DNA blk -5%.
Screening C=CCc1cccc2cc(C(=O)Nc3ccc(F)cc3)c(=O)oc12 returned BLM inh -2%&2%, APE1 inh 18%, Pol iota inh 2%&34%, POLK inh -25%&-15%, Apoferritin bind -10%&3%, ALOX12 inh -15%&-2%, TRHR ag 0.0&0.2, POLB inh -30%&28% and ERG Ets-DNA blk -3%&-8%.
`CC(C)(C)c1ccc(CSC2=Nc3ccccc3C3=NC(CC(=O)NCc4cccs4)C(=O)N23)cc1` (stereo not given) gave BLM inh -12%, Pol iota inh 10%, POLK inh -8%[60.1 µM], Apoferritin bind -14%, ALOX12 inh inconclusive, TRHR ag 0.1, POLB inh 2% and ERG Ets-DNA blk -3%.
For O=C(CCn1c(=O)[nH]c2ccsc2c1=O)Nc1ccc(F)c(F)c1 the results were BLM inh -2%, APE1 inh -5%, Pol iota inh 5%, POLK inh 0%, Apoferritin bind -10%, ALOX12 inh 0%, TRHR ag -1.3, POLB inh -27% and ERG Ets-DNA blk 0%.
`CC1(C)C2CCC1(C)C(OC(=O)CSc1nc(N)cc(=O)[nH]1)C2` (stereo not given) gave BLM inh 0%, APE1 inh -3%, Pol iota inh 14%, POLK inh -3%, Apoferritin bind inconclusive, ALOX12 inh -4%, TRHR ag -0.1, POLB inh 5% and ERG Ets-DNA blk 0%.
`COc1cc2c(cc1OC)[C@H](C)N(C(=O)CSc1nc(O)c(C(C)C)c(=O)[nH]1)CC2` gave BLM inh -2%, APE1 inh 0%, Pol iota inh 11%, POLK inh -9%, Apoferritin bind -8%, ALOX12 inh 25%, TRHR ag 0.1, POLB inh 14% and ERG Ets-DNA blk -4%.
Screening CCOc1ccc(-c2nc3c(c(CC)nn3-c3ccccc3)c3cc(OC)c(OC)cc23)cc1 returned BLM inh -1%, Pol iota inh 49%[activator], POLK inh 4%, Apoferritin bind -1%, ALOX12 inh -2%, TRHR ag 1.3, POLB inh 0% and ERG Ets-DNA blk 0%.

2 entries drawn at random from the list so far:
O=C(Nc1nc2ccccc2s1)c1ccc(Cl)s1 was read as BLM inh -8%, APE1 inh -3%, Pol iota inh -11%, POLK inh 0%, Apoferritin bind -5%, ALOX12 inh 17%, TRHR ag 0.4, POLB inh 19% and ERG Ets-DNA blk -7%.
For Cc1cc(C(=O)OCC(=O)Nc2ccccc2Cl)c(C)o1 the results were APE1 inh 15%, Pol iota inh 11%, POLK inh -16%, ALOX12 inh 15%, TRHR ag -1.7 and ERG Ets-DNA blk 13%.

New compounds follow:
CCCCC(CC)C(=O)NCCCN1CCN(CCCNC(=O)C(CC)CCCC)CC1 (stereo not given) was read as BLM inh -2%, APE1 inh -7%, Pol iota inh 22%, POLK inh -8%, Apoferritin bind -10%, TRHR ag -0.2, POLB inh 33% and ERG Ets-DNA blk -9%.
N/C(=N\OC(=O)c1ccc(Cl)c(Cl)c1)c1cccnc1 was read as BLM inh -2%, APE1 inh 12%, Pol iota inh 8%, POLK inh -11%, Apoferritin bind 3%, ALOX12 inh 0%, TRHR ag 0.4, POLB inh 24% and ERG Ets-DNA blk 4%.
`CC1Cc2ccccc2N1C(=O)CSc1nnnn1C1CCCC1` (stereo not given) gave BLM inh -2%, APE1 inh 1%, Pol iota inh -5%, POLK inh -9%, Apoferritin bind inconclusive, ALOX12 inh -8%, TRHR ag -0.3, POLB inh 9% and ERG Ets-DNA blk 1%.
`Cc1ccc(NC(=O)CNC(=O)c2ccc(C)s2)nc1` gave APE1 inh 7%, Pol iota inh -6%, POLK inh -1%, ALOX12 inh 13%, TRHR ag -0.1 and ERG Ets-DNA blk -3%.
`O=C1CN(C(=O)COC(=O)c2ccccc2O)c2ccccc2N1` gave BLM inh -1%, APE1 inh 1%, Pol iota inh 31%[activator], POLK inh -4%, Apoferritin bind -6%, ALOX12 inh -22%, TRHR ag 0.5, POLB inh 0% and ERG Ets-DNA blk -10%.
CCN(CC)S(=O)(=O)c1cc(C(=O)NC2=NCCS2)ccc1Cl was read as BLM inh -2%, APE1 inh 3%, Pol iota inh 17%, POLK inh 9%, Apoferritin bind inconclusive, ALOX12 inh 5%, TRHR ag 0.3, POLB inh 3% and ERG Ets-DNA blk 4%.
For Nc1nnc(SCC(=O)NNC(=O)c2ccccc2F)s1 the results were APE1 inh 24%, Pol iota inh -13%, POLK inh -5%, ALOX12 inh -4% and ERG Ets-DNA blk 4%.
`S=c1nc(-c2ccccc2)oc2c1CCCC2` gave BLM inh 1%, APE1 inh -2%, Pol iota inh inconclusive, POLK inh -2%, Apoferritin bind inconclusive, ALOX12 inh 10%[57.4 µM], TRHR ag -0.5, POLB inh 12% and ERG Ets-DNA blk 1%.
For c1ccc(-c2nnc3n2NC(c2ccc4c(c2)OCO4)S3)cc1 (stereo not given) the results were BLM inh -1%, APE1 inh 2%, Pol iota inh -2%, POLK inh -15%, Apoferritin bind 4%, ALOX12 inh inconclusive, TRHR ag -0.7, POLB inh 14% and ERG Ets-DNA blk 2%.
`O=C(CSc1nc(-c2ccccc2)nc2c1CCCC2)c1ccc(F)cc1` gave BLM inh -2%, Pol iota inh 35%[activator], POLK inh 11%, Apoferritin bind 0%, ALOX12 inh -14%, TRHR ag -0.3, POLB inh 15% and ERG Ets-DNA blk 3%.
Screening O=C(c1ccccc1)C(c1ccccc1)c1ccccc1 returned APE1 inh 24%, Pol iota inh inconclusive, POLK inh -3%, ALOX12 inh 18%, TRHR ag -0.1 and ERG Ets-DNA blk -18%.
Screening O=C(c1ccsc1)N1CCCC(N2CCOCC2)C1 (stereo not given) returned BLM inh -1%, APE1 inh 2%, Pol iota inh 2%, POLK inh -23%, Apoferritin bind -4%, ALOX12 inh 0%, TRHR ag 0.1, POLB inh 4% and ERG Ets-DNA blk 5%.
COc1cccc(CN2CCN(Cc3cc4ccccc4o3)CC2CCO)c1 (stereo not given) was read as BLM inh -12%, APE1 inh 16%, Pol iota inh 27%, POLK inh 3%, Apoferritin bind -10%, ALOX12 inh -4%, TRHR ag 0.1, POLB inh 3% and ERG Ets-DNA blk 4%.
`CCC(C)(C)n1nnnc1CN(Cc1ccc(Cl)cc1)Cc1ccco1` gave BLM inh -13%, APE1 inh 4%, Pol iota inh 22%, POLK inh -8%, Apoferritin bind 11%, ALOX12 inh 73%[activator], TRHR ag 0.4, POLB inh -10% and ERG Ets-DNA blk -3%.
Screening COC(=O)CN(C)C(=O)c1ccc(OC)c(OC2CCN(C(C)C)CC2)c1 returned BLM inh 0%, APE1 inh 43%, Pol iota inh 24%, POLK inh -1%, Apoferritin bind -1%, ALOX12 inh -2%, TRHR ag 0.5, POLB inh 0% and ERG Ets-DNA blk 9%.
Cn1cnc(S(=O)(=O)N2CCC(C(=O)Nc3ccc(OC(F)(F)F)cc3)CC2)c1 was read as BLM inh -1%, Pol iota inh -7%, POLK inh -7%[60.1 µM], Apoferritin bind -2%, ALOX12 inh -25%, TRHR ag 1.3, POLB inh -12% and ERG Ets-DNA blk -1%.
For CCc1ccccc1N(CC(=O)NC(C)c1ccccc1)S(C)(=O)=O (stereo not given) the results were BLM inh -4%, APE1 inh 8%, Pol iota inh 28%, POLK inh -10%, Apoferritin bind -9%, ALOX12 inh 14%, TRHR ag -0.1, POLB inh 9% and ERG Ets-DNA blk 12%.
`O=C(Cn1nnc(N2CCCCC2)n1)c1ccc(Cl)c(Cl)c1` gave BLM inh -5%, APE1 inh -2%, Pol iota inh inconclusive, POLK inh -20%, Apoferritin bind -8%, ALOX12 inh 0%, TRHR ag 0.5, POLB inh -15% and ERG Ets-DNA blk -7%.
COc1cc(OC)cc(C(=O)Nc2ccccc2N2CCOCC2)c1 was read as BLM inh 0%, APE1 inh -4%, Pol iota inh -16%, POLK inh -15%, Apoferritin bind -21%, ALOX12 inh 0%, TRHR ag 0.1, POLB inh -10% and ERG Ets-DNA blk -1%.
